Bioassay records as filed in PubChem.
KB-3-1 cytotox: kills parental KB-3-1 adenocarcinoma cells | 1.4% of 400,000 active | AID 1347075 | Potency, µM (highest dose often 46.1 µM), inactives show at the highest dose activity change, negative = cytotoxic, usual class: cytotoxic | KB-3-1 viability, CellTiter-Glo ATP luminescence, 72 h; also: % is scaled to controls: 0 for no effect and ±100 for the full control effect; nearly all actives have a fitted effect of over 60% in size
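KB-3-1 parental drug-naive adenocarcinoma cells in DMEM/10% FBS, incubated 72 h at 37 C with pin-transferred compounds across a concentration series. Viability by CellTiter-Glo luminescence; concentration-response curves fitted after normalization.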
GLP1R ag: activates the human GLP-1 receptor. HEK293 GLP-1R CRE-luciferase, luminescence, 4-6 h; cells express a hypersensitive GLP-1R form. P43220. AID 624172. 0.007% of 380,000 active. Potency, µM (top dose mostly 45.6 µM), inactives show top-dose activation, hits mostly activators; also: % of control where 0% means no effect
Target sequence (P43220 whole entry, looked up): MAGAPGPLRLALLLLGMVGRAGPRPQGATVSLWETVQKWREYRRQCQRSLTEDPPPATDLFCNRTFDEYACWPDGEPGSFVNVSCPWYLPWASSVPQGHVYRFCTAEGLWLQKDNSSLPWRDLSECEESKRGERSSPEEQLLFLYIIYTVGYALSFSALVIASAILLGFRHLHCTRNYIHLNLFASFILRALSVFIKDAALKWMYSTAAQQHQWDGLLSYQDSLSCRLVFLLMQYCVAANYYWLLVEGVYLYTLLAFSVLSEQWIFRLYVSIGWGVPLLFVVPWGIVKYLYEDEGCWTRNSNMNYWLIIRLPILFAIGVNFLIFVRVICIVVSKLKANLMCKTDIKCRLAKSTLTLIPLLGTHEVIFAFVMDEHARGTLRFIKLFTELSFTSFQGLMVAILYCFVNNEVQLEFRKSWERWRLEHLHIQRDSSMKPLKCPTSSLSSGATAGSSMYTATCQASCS
TDP-43 yeast inh: TDP-43 toxicity inhibition in yeast; 1.8% of 410,000 active; AID 652104; TDP-43 expressing yeast growth rescue, BacTiter-Glo, 24 h; Potency, µM (top dose mostly 46.1 µM), for the others: top-dose growth rescue (activation), most hits filed as activators; also: % of control where 0% means no effect; nearly all actives have a fitted effect of over 50% in size
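Growth rescue of TDP-43-toxic yeast measured as ATP luminescence (BacTiter-Glo). Cells grown to mid-log in raffinose, induced in galactose at OD600=0.02, exposed to compound 24 hr at 30 deg C.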
HT1080 IDH1KD tx: toxicity to HT-1080 IDH1 knockdown cells (counter line) | Potency, µM (titrated, usually from 46.1 µM), inactives show at the top dose activity, negative = toxicity, actives largely listed as cytotoxic | HT-1080 IDH1 knockdown viability, ATP luminescence, 48 h | 2% of 360,000 active;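 also: 0% = DMSO wells and -100% = cell-free medium wells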
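Using the IDH1-knockdown HT-1080 line run in the same batch and compound series as the NT line, viability after 48 h at 37 °C was determined by CellTiter-Glo luminescence and expressed as % activity.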
KB-V1 MDR tox: KB-V1 MDR subline cytotoxicity; KB-V1 MDR cells viability, CellTiter-Glo, 72 h; Potency, µM (titrated, usually from 46.1 µM), for the others: at the top dose activity change, negative = cytotoxicity, most hits filed as cytotoxic; 3.4% of 400,000 active; AID 1347076; also: % is scaled to controls: 0 for no effect and ±100 for the full control effect; nearly all actives have a fitted effect of over 60% in size
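Following 72 h at 37 degrees C with compound, KB-V1 cell viability was read by CellTiter-Glo luminescence, medium being phenol-red-free DMEM plus 10% FBS; concentration-response parameters came from normalized, curve-fitted qHTS data.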
GLP1R inv ag: acts as inverse agonist at human GLP-1 receptor | P43220 | HEK293 GLP-1R CRE-luciferase, luminescence, 24 h; GLP-1R form is constitutively active | Potency, µM (series often up to 38.3 µM), without a hit: top-dose activity change, negative = inhibition, most hits filed as inhibitors | 1.6% of 410,000 active; also: % is scaled to controls: 0 for no effect and ±100 for the full control effect; nearly all actives have a fitted effect of over 55% in size
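GLP-1R inverse agonism mode: basal reporter luminescence in engineered HEK293 cells measured after one day of compound exposure at 37 deg C, with a 12 min room-temperature detection step.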
GLP1R cytotox: cytotoxicity in counter-screen for GLP-1R inverse agonists; Potency, µM (highest dose often 38.3 µM), without a hit: at the highest dose activity change, negative = inhibition, actives largely listed as inhibitors; 0.13% of 410,000 active; HEK293 cAMP-luciferase reporter cells, luminescence, 24 h; AID 624418;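 also: loss of luciferase light is scored as toxicity; % is scaled to controls: 0 for no effect and ±100 for the full control effect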
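1536-well qHTS counterscreen of the MLSMR; 200 cells/uL, 12 h pre-incubation, 23 nL cpd, 24 h at 37 deg C 5% CO2, luciferase detection reagent, 12 min RT, luminescence. Inhibition = undesired.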
HT1080-NT tox: kills 2HG-producing HT-1080-NT fibrosarcoma cells. HT-1080-NT fibrosarcoma viability, CellTiter-Glo ATP luminescence, 48 h. Potency, µM (series often up to 46.1 µM), inactives show top-dose activity, negative = less viability, usual class: cytotoxic. 1.6% of 360,000 active;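 also: NT is the 2HG producing partner of a matched IDH1 knockdown line; 0% = DMSO-treated cells and -100% = media-only wells without cells; nearly all actives have a fitted effect of over 55% in size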
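Fibrosarcoma NT cells, 750 per well in 5% FBS RPMI, were exposed to compound for 48 hours. Viability: CellTiter-Glo luminescence.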
SW480 rereplic: DNA re-replication induction in SW480 cells | SW480 DNA re-replication, Hoechst DNA content imaging, 48 h | Potency, µM (highest dose often 46.1 µM), for inactives: top-dose re-replication activation, most hits filed as activators | 1.8% of 340,000 active | AID 624297; also: % of control where 0% means no effect; nearly all actives have a fitted effect of over 55% in size
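Compounds, transferred as 23 nL by pin tool, were incubated with cells for 48 hr; DNA content per nucleus was then quantified by Hoechst staining and fluorescence plate imaging.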
* = called active by the depositor; ? = inconclusive; / = no result given; & = joins results of further samples; [ ] = another dose, or the depositor's remark. Calls follow the shape of the dose curve; as a rule, active = well fitted curve in the direction sought with a large enough effect; inconclusive = small, poorly fitted or top-dose-only effect, or another doubt; inactive = no such curve, though single readings can be large; an effect the other way counts as inactive or inconclusive. Potency is read from the fitted curve at half-maximal effect.

A first look (3 entries):
Order of results: KB-3-1 cytotox, GLP1R ag, TDP-43 yeast inh, HT1080 IDH1KD tx, KB-V1 MDR tox, GLP1R inv ag, GLP1R cytotox, HT1080-NT tox, SW480 rereplic
CCOc1ccc(-n2c(=O)cc(N3CCN(c4ccccc4)CC3)[nH]c2=O)cc1
→ -3%, -11%, -19%, -13%, 19%, -8%, 8%, 7%[9.24 µM], -1%
CCOc1ncccc1C(=O)Nc1ncc(C)s1
→ ?, 17%, 20%, -9%, ?, 41%[activator], 12%, -14%, -2%
CCOC(=O)N1CCC(NS(=O)(=O)c2ccccc2)CC1
→ 4%, 7%, 12%, 6%, -1%, 16%, -34%, 5%, -17%

This part in full, from the first entry:
Order of results: KB-3-1 cytotox, GLP1R ag, TDP-43 yeast inh, HT1080 IDH1KD tx, KB-V1 MDR tox, GLP1R inv ag, GLP1R cytotox, HT1080-NT tox, SW480 rereplic
CCOc1ccc(-n2c(=O)cc(N3CCN(c4ccccc4)CC3)[nH]c2=O)cc1
→ -3%, -11%, -19%, -13%, 19%, -8%, 8%, 7%[9.24 µM], -1%
CCOc1ncccc1C(=O)Nc1ncc(C)s1
→ ?, 17%, 20%, -9%, ?, 41%[activator], 12%, -14%, -2%
CCOC(=O)N1CCC(NS(=O)(=O)c2ccccc2)CC1
→ 4%, 7%, 12%, 6%, -1%, 16%, -34%, 5%, -17%
COc1ccccc1-c1nc(SCC(=O)c2ccccc2)n[nH]1
→ -16%, /, 24%, /, -7%, -17%, -10%, /, /
NCCNc1cc(N2CCCC2)ccc1[N+](=O)[O-]
→ 3%, 3%, -5%[0.397 µM], -4%, 17%, 2%, ?, 0%, -10%
O=C(NCCCCc1ccccc1)C1CC(c2ccc(C(F)(F)F)cc2)=NO1 (centres undefined)
→ 9%, 6%, 5%, 0%, -1%, ?, -33%, -3%, 7%
Cc1ccc(C)c(N(C(=O)CCC(=O)Nc2cc(C)on2)C(C(=O)NC2CCCC2)c2ccco2)c1 (centres undefined)
→ -15%, -8%, 2%, 21%, -19%, ?, -5%, 21%, 7%
CN(c1ccccc1)S(=O)(=O)c1ccc(Cl)c(C(=O)Nc2ccncc2)c1
→ -27%, 4%, 7%, -19%, ?, ?, 5%, -8%, -6%
Cc1c(Cc2ccccc2)c(=O)oc2c(C)c(OCC(=O)NCC3CCC(C(=O)O)CC3)ccc12 (centres undefined)
→ 0%, 1%, -5%, -5%, -4%, 18%, 0%, -1%, -7%
NCCCCCC(=O)N/N=C/c1coc2ccccc2c1=O
→ -4%, -2%, ?, 2%, 12%, 2%, 1%, 4%, 5%
CC(C)(CO)NC(=O)CCCOc1ccc(Cl)cc1Cl
→ 1%, -4%, -7%, -19%, -2%, 0%, -4%, 0%, 0%
CCC/C=N/NC(=O)c1cc(-c2ccccc2)nc2ccccc12
→ -10%, 2%, -7%, -12%, -3%, 9%, 3%, 1%, -4%
CCN1CCCC1CNS(=O)(=O)c1ccc(C(=O)Nc2ccccc2)cc1 (centres undefined)
→ 8%, -2%, -26%, 0%, -19%, ?, -6%, -2%, -8%
O=C(O)CSc1nnc(COc2cccc3ccccc23)n1Cc1ccccc1
→ -1%, 4%, /, 0%, 4%, 9%, 14%, 0%, 9%[1.84 µM]
COCc1cc(C)nc(SC)c1C#N
→ 1%, 18%, -6%, 7%, -1%, 13%, -2%, 21%, -7%
O=c1[nH]n(-c2ncnc3c2cnn3-c2ccccc2)c(=O)c2ccccc12
→ -1%, -10%, 9%, 7%, 17%, 2%, -4%, 9%, -2%
COC(=O)[C@H](CCSC)NC(=O)Nc1cc(OC)cc(OC)c1
→ 6%, 10%, -7%, 12%, 13%, 16%, -9%, 6%, -7%
Cc1cccc(C)c1OCc1cc(C(=O)N2CCC(c3ccccc3)CC2)no1
→ -10%, 4%, 28%, -1%, -28%, ?, 40%[activator], -3%, ?
Cn1c(CCNC(=O)c2ccc(F)cc2)nc2ccccc21
→ 0%, -5%, 15%, 2%, -17%, 0%, 1%, 0%, -16%
CCN1CCN(S(=O)(=O)c2ccc3c(c2)NC(=O)CS3)CC1
→ -4%, -5%, -4%, 2%, 9%, 1%, 0%, 3%, 2%
COc1ccc(-n2c(COc3ccc(C)cc3)nnc2SCC(N)=O)cc1
→ -10%, 27%, 7%, 0%, 23%, 8%, 4%, 0%, -2%
c1ccc(-c2csc(N3CCOCC3)n2)cc1
→ -9%, 21%, ?, -1%, -5%, 0%, -16%, 25%, 2%
O=C(COC(=O)c1ccc2ncsc2c1)Nc1cc([N+](=O)[O-])ccc1Cl
→ 15%, -30%, 21%, -17%, -10%, 13%, 10%, -10%, 1%
CCOC(=O)c1cccc(-n2c(C)nc3ccccc3c2=O)c1
→ -5%, -3%, -5%, 0%, -10%, 16%, 0%, 1%, -5%
O=C(COC(=O)c1cccc(S(=O)(=O)N2CCCC2)c1)Nc1ccccc1C(F)(F)F
→ 4%, 10%, 16%, 7%, 21%, -4%, -2%, -1%, 4.6µM*
Cc1ccc2c(c1)sc1nncn12
→ 15%, -1%, 11%, 17%, -10%, 13%, -13%, -2%, /
O=C(C1CCC(=O)N1Cc1cccs1)N1CCOCC1 (centres undefined)
→ 21%, 1%, 1%, 12%, 0%, -1%, -10%, 11%, -17%
Cc1ccc(-n2nc3c(N4CCC(C(=O)NCCc5ccccc5C)CC4)nnc(C)c3c2C)cc1
→ ?, 3%, 2%&19%, -4%, ?, 5%&-7%, 0%&6%, -7%, 9%
COc1cc(OC)c(NC(=S)Nc2cc(Cl)cc(Cl)c2)cc1Cl
→ -24%, 10%, ?, ?, ?, ?, ?, ?, 0%
CC(C)(C)S(=O)(=O)c1cnc(N2CCCCC2)nc1N
→ -5%, 1%, 5%, 5%, 9%, -3%, -8%, 7%, -12%
O=C(/C=C/[C@H]1O[C@@H](n2ccc(=O)[nH]c2=O)[C@H](O)[C@@H]1O)NCc1cccnc1
→ 0%, 7%, 12%, 26%, 11%, 32%[activator], 3%, 18%, /
C=CCNC(=S)N1CCC(C(=O)c2ccc3c(c2)OCCO3)CC1
→ -13%, 3%, -1%, -3%, -5%, -28%, -8%, -4%, -8%
O=C(/C=C/c1ccc(-c2ccccc2)cc1)NCc1cccnc1
→ -8%, 9%, 24%, -15%, 13%, 4%, -4%, 0%, 0%
Cc1ccc(/C=C2/SC(=S)N(CCC(=O)NCCCN3CCOCC3)C2=O)cc1
→ -1%, -4%, -25%, ?, -1%, ?, ?, -13%, 21%
COc1ccc(NC(=O)C2CC3CCC2C3)c(OC)c1 (centres undefined)
→ -2%, 11%, -18%, -5%, -9%, ?, -2%, 0%, -7%
COCc1cccc(-c2csc(C(NC(C)=O)c3cccc(F)c3)n2)c1 (centres undefined)
→ 0%, -2%, 22%, 27%, 2%, 31%[activator], 0%, 24%, /
COc1ccc(S(=O)(=O)N2CCOCC2)cc1NC(=O)Cc1sc(C)nc1-c1ccc(F)cc1
→ ?, 8%, 5%, 11%, 12µM*, 1%, -14%, 12%, 4%
O=C(N/N=C/c1ccccn1)c1cccs1
→ -3%, 2%, -5%, ?, -35%, ?, ?, ?, -9%
CC(=O)Nc1ccc(-c2ccnc3c2CC(C(=O)Nc2cccc(Oc4ccccc4)c2)O3)cc1 (centres undefined)
→ ?, 7%, ?, 15µM*, ?, ?, ?, ?, /
Cc1c(C(=O)N2CCCCC2)c(S(=O)(=O)N2c3ccccc3CC2C)c(C)n1C (centres undefined)
→ -8%, 1%, 0%, 12%, -7%, -11%, 3%, 3%, -32%[inhibitor]
CCOC(=O)C1=CCN(S(=O)(=O)c2ccc(C)cc2)C1c1ccc(CC)cc1 (centres undefined)
→ 0%, 6%, -4%, ?, -14%, ?, 5%, ?, /
O=C(O)Cc1c[nH]c2ccccc12
→ 0%, -2%, 3%, 1%, -19%, -9%, -11%, -3%, 26%
CCOc1ccc(OCc2ccc(C(=O)Nc3cccnc3)o2)cc1
→ -1%, 8%, 9%, -12%, ?, ?, 15%, -7%, 11%[9.22 µM]
C[C@H](c1ccccc1)N1C[C@@H](COCc2ccccc2)Oc2cc(N3CCC[C@@H]3CO)ccc2S1(=O)=O
→ -8%, -2%, 20%, ?, ?, ?, -9%, -24%, /
CCOC(=O)C1CCN(C(=O)c2cc3ccccc3oc2=O)CC1
→ 12%, 9%, 1%, 19%, 9%, 13%, -1%, 5%, -18%
O=C(Cc1ccc(F)cc1)N(c1ccccc1)C1C=CS(=O)(=O)C1 (centres undefined)
→ -2%, -5%, -18%, 21%, -2%, 15%, -16%, 9%, -4%
CC(C)(C)C(=O)CSc1nc2c(c(-c3cccs3)c1C#N)CCC2
→ -2%, 2%, 4%, 0%, -12%, ?, 28%, -1%, ?
Nc1nnc(-c2ccc(Cl)cc2)o1
→ -5%, 0%, 26%, 8%, 0%, 23%, -12%, 13%, -9%
COc1ccc(/C=[N+](\[O-])C2N(c3ccccc3)C(=S)SC2(C)C)cc1OC (centres undefined)
→ -5%, -1%, 15%, -16%, 13%, 38%, 0%, -21%, 0%
O=C(CN1CCOCC1)Nc1cccc([N+](=O)[O-])c1
→ 8%, 11%, -3%, 22%, 16%, 3%, 10%, 20%, -6%
CCOC(=O)Nc1sc(C)c(C)c1C(=O)OCC
→ -1%, 2%, -14%, 2%, ?, 21%, 15%, 0%, -10%
CCOC(=O)[C@H]1[C@H]2COc3ccccc3[C@@H]2N2C(=O)c3ccc(C)cc3NC(=O)[C@@]12C
→ 9%, -7%, -29%, 2%, 13%, 8%, 2%, 1%, -1%
COc1ccc(S(=O)(=O)N2CCCN(CC(=O)Nc3ccc(NC(C)=O)cc3)CC2)cc1
→ 14%&4%, 9%, ?, 3%, 4%&1%, -26%&-2%, ?, 4%, -19%
C=CCc1ccc(OCc2ccc(C(=O)Nc3ccc(NC(C)=O)cc3)o2)c(OC)c1
→ 12%, 22%, 9%&29%, -11%, 0%, ?, -4%&3%, -7%, 1%
CCc1nc2ccc(C(=O)NCCOc3ccc(OC)cc3)cn2c1N(CCC(C)C)CCN(C)C
→ -3%, -6%, -20%, 21µM*, 0%, -65%, -46%, ?, /
COc1cc(C(=O)OCC(=O)c2c[nH]c3ccccc23)ccc1OCC(=O)N1CCOCC1
→ 0%, 3%, 5%, -6%, 1%, 2%, -4%, -12%, 5%
